INS-1E GSIS act: GLuc luminescence reporter in INS-1E cells, primary screen for activators of glucose-dependent secretion of insulin; INS-1E GLuc reporter insulin secretion, 2-3 h; activation, % at 16.6 µM; 370,000 compounds, 0.61% hits; AID 743287;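 active means lowest replicate activation of at least 40%, so every replicate reaches that level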;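 further: 0% = median of neutral control wells and 100% = median of IBMX positive control wells; some compounds called inactive have numbers as strong as hits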
ARNT-TACC3 inh: disruptors of human ARNT/TACC3 interaction | Q9Y6A5 | AlphaScreen His-ARNT PAS-B/GST-TACC3 binding, luminescence; TACC3 fragment carries E629A point mutation | inhibition, % at 9.99 µM | 390,000 compounds, 0.66% hits | AID 623870;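 active means mean inhibition of replicates at least 50% and at least half of replicates each reaching 50%; inconclusive means half or more replicates reach 50% but mean below 50%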;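 further: 0% = complete ARNT plus TACC3 wells and 100% = ARNT alone without TACC3; many hits fall short of the cut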
PAX8 reporter: lowers PAX8-driven luciferase in RMG-I cells | RMG-I TPO-luciferase reporter, SteadyGlo, 24 h | inhibition, % at 12.6 µM | 360,000 compounds, 1.2% hits | AID 652154;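 active means mean replicate inhibition at least 60% with every replicate also reaching 60%; inconclusive means only one of the two criteria is met; inactive means mean below 60% and not all replicates reaching 60%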;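 further: luciferase light reporting Pax8 driven TPO promoter activity; plate controls were median of neutral control wells for no effect and mitoxantrone controls for full effect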
Cneo AK release: causes C. neoformans cell lysis | adenylate kinase release luminescence, 4 h; normalised: neutral wells 0, clomiphene wells 100 | lysis activity, % at 15 µM | 360,000 compounds, 0.2% hits | AID 651654;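 active means mean lysis activity across replicates of at least 80%, whatever share of replicates individually reach that level; inactive means mean lysis activity below 80%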
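Assay system: Cryptococcus neoformans yeast cells / Dosing: single-point compound dose / Timing: 4 h at 37 °C static, read 1 h later / Measured by: luminescence of released adenylate kinase using an AK detection reagent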
PGC1a acetyl inh: lowers PGC1a acetylation signal in U2OS cells | AlphaScreen anti-acetyl-lysine; with virally co-expressed GCN5 acetyltransferase | inhibition, % at 15.6 µM | 350,000 compounds, 0.17% hits;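 active means every replicate shows inhibition of at least 40%; inconclusive means mean inhibition at least 40% but some replicate below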;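 further: 0% = neutral control wells and 100% = positive control wells; some results beyond the cut were filed as inactive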
LGR2 inh: Drosophila LGR2 receptor signaling inhibition | HEK293 LGR2, CRE-luciferase, bursicon-stimulated, 4 h | inhibition, % at 9.99 µM | 380,000 compounds, 0.35% hits;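 active means drop in luminescence signal, shown as inhibition above about 50% in the replicate tests, limit read from the data, passing the limit was not always enough; inconclusive means probably only some replicates passing the limit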;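 further: agonist challenge used bursicon conditioned medium at about half maximal strength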
Statin myotox sup: protects C2C12 myotubes from simvastatin toxicity. ATP luminescence, 48 h; scaled: DMSO 0, geranylgeraniol control 100. rescue of ATP level, % at 7.49 µM. 330,000 compounds, 0.78% hits. AID 602340;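 active means mean ATP rescue above about 67%, or every replicate alone reaching that limit, limit read from the data, passing the limit was not always enough; inconclusive means no clear call, values can overlap the other calls; inactive means mean under the limit and some replicate under it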;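 further: myotubes were challenged with 10 µM simvastatin during compound exposure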
PglD DTNB: blocks C. jejuni PglD acetyltransferase activity. AID 602405. inhibition, % at 12.5 µM. purified PglD enzyme, DTNB colorimetric CoA detection. 360,000 compounds, 0.098% hits; in the data active means inhibition above about 16%, passing the limit was not always enough; inconclusive means no clear call, values can overlap the other calls; further: strong numbers were not always called active
The depositor's hits bear a star; ? = inconclusive; · = no result given; & = joins results of further samples.

SMILES	INS-1E GSIS act	ARNT-TACC3 inh	PAX8 reporter	Cneo AK release	PGC1a acetyl inh	LGR2 inh	Statin myotox sup	PglD DTNB
O=C(O)c1ccccc1C(=O)c1cccc2c(Br)cccc12	4	17	7	2	-7	7	4	-2
COc1ccc(Br)cc1CNC(=O)CCC(=O)n1nc(C)c2ccccc21	6	27	5	1	-2	5	-4	-2
COc1ccc(NC(=O)CSc2nccn2Cc2ccc(F)cc2)cc1	-23	13	·	0	-1	-12	4	-5
Cc1c(Cl)cccc1NC(=O)c1ccccc1-c1ccccc1C(=O)O	5	19	2	-1	·	6	20	-4
O=C(Nc1nc2c(F)cc(F)cc2s1)C1CCN(C(=O)c2ccc(F)cc2)CC1	-22	-2	-104	·	·	-50	23	·
CN(CCCC(=O)O)S(=O)(=O)c1ccc2c(c1)C(=O)c1cc(S(=O)(=O)N(C)CCCC(=O)O)ccc1-2	13	7	-16	-1	7	·	-10	-5
COC(=O)Oc1ccc(/C=N/NS(=O)(=O)c2ccccc2)cc1OC	-11	-3	-17	-1	9	14	12	-1
COCCn1c(=O)[nH]c2cc(C(=O)Nc3cccc(F)c3)ccc2c1=O	15	-2	-61	-1	8	-36	-18	1
CC(C)(C)OC(=O)N1CCC[C@H]1C(=O)Nc1ccc(S(=O)(=O)C(F)F)cc1	11	3	27	4	-10	19	-12	4
O=C(NCCc1ccc(Cl)cc1)c1ccc(Br)s1	-6	-10	-177	6	·	-20	-22	-2
COc1cccc2c1SCc1ccccc1C2CC(N)=O (stereo not drawn)	-4	-6	10	-1	·	18	9	-2
COc1ccc(N(CC(=O)NCc2ccccc2C)S(=O)(=O)c2ccccc2[N+](=O)[O-])c(OC)c1	7	·	10	·	30	12	-44	·
CCOc1ccc(OCC(=O)Nc2ccccc2C(F)(F)F)cc1	12	-2	-76	-3	1	-22	7	-4
COc1ccc(C2=NOC(C(=O)NCc3cccnc3)C2)cc1 (stereo not drawn)	-3	·	-7	·	·	3	-7	·
O=C(c1cccc(Br)c1)N1CCN(c2cnn(-c3ccccc3)c(=O)c2Cl)CC1	-7	-3	24	·	4	4	·	·
Cc1ccc(Cn2cccc2/C=C2/C(=N)N3C=CSC3=NC2=O)cc1	12	-1	14	·	·	-7	·	·
O=C(/C=C/c1ccccc1)N1CCN(CCN2C(=O)c3cccc4cccc(c34)C2=O)CC1	-2	-12	-2	·	·	24	·	·
Cc1ccc(C)c(NC(=S)N(CCc2ccncc2)C(C)C)c1	2	18	15	1	-2	12	6	-2
O=C(NCc1ccc2c(c1)OCO2)[C@@H]1[C@@H](CO)[C@@H]2Cn3c(cccc3=O)[C@H]1N2Cc1ccccc1	-3	-5	6	4	·	-1	16	0
C/C=C/c1cnc2c(c1)C(=O)N([C@@H](C)CO)C[C@@H](C)[C@@H](CN(C)C(=O)c1cccc(F)c1)O2	8	1	-8	-5	0	2	-2	1
CC(C)CC(=O)Nc1ccc(C(=O)COC(=O)C2=COCCO2)cc1	16	18	14	3	·	12	-5	-5
Cc1ccc(Oc2nnc(-c3ccccc3)c3ccccc23)cc1	25	-8	·	0	-16	-15	11	-3
CCN(CC(=O)Nc1c(F)cccc1F)C(=O)c1ccc(-n2cncn2)c([N+](=O)[O-])c1	14	-1	6	-3	·	11	-6	8
CCCN(C)C[C@@H]1OCCCC[C@@H](C)Oc2ccc(N(C)C)cc2C(=O)N([C@@H](C)CO)C[C@@H]1C	19	-12	6	19	18	-1	-17	3
O=C(Nc1cccc(Cl)c1)c1cncn1-c1ccc(F)cc1	18	-23	2	-3	?	5	-3	7
O=Cc1cccn1-c1nccc(-c2ccco2)n1	-12	-2	-45	-9	3	-25	9	5
CC(=O)N1CCN(C(=O)c2cc(-c3ccc(C)o3)nc3ccccc23)CC1	25	7	-48	-8	-1	12	-24	6
Cc1ccc(S(=O)(=O)NC(CC(=O)O)c2ccccc2)c(C)c1 (stereo not drawn)	·	-4	·	0	7	·	1	0
CC(C)CC(=O)Nc1ccc(C(=O)NNC(=S)NC(=O)C2CCCCC2)cc1	·	-3	·	1	3	·	-10	-2
COc1ccc(NC(=O)C2(C)CCN2C)cc1OC (stereo not drawn)	10	·	-9	0	2	4	4	0
Cc1cccc(OCC(=O)Nc2cccc(O)c2)c1	·	-4	-25	0	-8	·	3	3
COCC(=O)c1[nH]c2ccccc2c1C	·	2	·	-1	-2	·	12	12
CCC(=O)N[C@H]1CC[C@H](CCNC(=O)Nc2ccc(F)cc2)O[C@@H]1CO	-6	1	-1	1	0	3	-7	-1
COc1ccc(C2=NOC(Cn3nc(-c4ccccc4)cc3C(=O)NCc3ccccc3OC)C2)cc1 (stereo not drawn)	-20	0	0	1	-24	10	-19	-3
Cc1noc(C)c1S(=O)(=O)N(C)C[C@H]1OCCCC[C@H](C)Oc2ccc(NC(=O)C3CCCCC3)cc2C(=O)N([C@@H](C)CO)C[C@@H]1C	-16	1	-23	-1	-16	6	45	1
COc1ccc(C(c2c(NC(C)=O)sc3c2CCCC3)N2CCN(CCO)CC2)cc1OC (stereo not drawn)	13	·	-1	0	6	7	2	0
CC(=O)Nc1ccc(S(=O)(=O)NCCC(=O)OCC(=O)NC(C)c2ccc(Cl)cc2)cc1 (stereo not drawn)	-2	0	-6	-2	-3	-9	9	-6
CN(C(=O)c1cccc(NC(=O)Cc2ccc(NC(=O)C3CCCN(C(=O)C4CCCC4)C3)cc2)c1)C1CCC1 (stereo not drawn)	-24	2	-6	-1	-16	-4	-22	-4
Cn1c(O)c(N=Nc2ccccc2[N+](=O)[O-])c2ccccc21	8	-1	-35	-4	3	-32	25	-9
CCc1n(CC(O)COCC2CC=CCC2)c2ccccc2[n+]1C (stereo not drawn)	2	-3	8	-6	8	13	-1	3
S=c1nc[nH]c2c1sc1nc(N3CCOCC3)c3c(c12)CCCC3	16	-26	-12	·	4	15	·	·
O=C(COC(=O)c1cccs1)c1ccc2ccccc2c1	·	-5	-126	-4	·	·	·	0
CN(C)CC(=O)Nc1ccc2c(c1)[C@@H]1C[C@@H](CC(=O)NC3CCCCC3)O[C@@H](CO)[C@@H]1O2	9	21	-13	1	-5	-9	1	-1
O=C1C=CC(O)(c2cc(=O)c3c(O)cc(O)cc3o2)C=C1	15	15	89*	-3	·	89*	-59	-4
COc1ccc(S(=O)(=O)Nc2ccc3c(c2)C(=O)N([C@@H](C)CO)C[C@@H](C)[C@@H](CN(C)Cc2ccc(C(F)(F)F)cc2)OCCCC[C@H](C)O3)cc1	-9	-1	28	7	-15	7	·	-5
CC(=O)Nc1ccc(S(=O)(=O)N2CCN(Cc3cccc([N+](=O)[O-])c3)CC2)cc1	-4	·	8	·	8	16	·	·
COc1ccccc1NC(=S)NC12CN3CN(CN(C3)C1)C2	32	0	1	·	-7	-10	0	·
N#C[C@H]1N[C@H](CO)[C@@H]1c1ccc(/C=C/c2ccccc2)cc1	-9	-7&-3	-121&-136	2&-1	-17&-8	-75	4&0	0&-2
Cc1ccc(S(=O)(=O)N(C)C)cc1NC(=O)COC(=O)Cc1n[nH]c(=O)c2ccccc12	33	-3	-9	0	6	-6	·	-5
COc1ccc(CCNS(=O)(=O)c2cn(C)nc2C)cc1	-14	0	-10	2	·	19	0	-5
O=C(CSCc1ccc(Cl)cc1)NN=C1CCCC1	-53	-2	-1	·	·	-6	·	·
COCC(=O)Oc1c(S(=O)(=O)c2ccccc2)c(C)nn1C(C)(C)C	-1	-5	-4	-1	-5	0	1	5
CCn1c(CNC(=O)COc2ccc(C(C)C)cc2)nnc1SCC(=O)Nc1ccccc1C(C)C	·	-3	·	7	4	·	13	-2
COc1ccc(CCNC(=O)CSc2nnc(C(C)N(C)C)n2Cc2ccccc2)cc1OC (stereo not drawn)	10	8	21	-2	-1	3	-1	-2
Cn1c(N)c(C(=O)COC(=O)Cc2ccc(Cl)cc2Cl)c(=O)n(C)c1=O	18	5	5	-6	·	5	0	-1
COc1ccc(C(=O)NC(=S)Nc2ccc(CN3CCOCC3)cc2)cc1Cl	1	3	-4	12	7	-9	-8	-2
O=S(=O)(c1ccc(N2CCCC2)nc1)N1CCOCC1	·	0	·	0	4	·	·	-3
O=C(CSc1nc2ncccc2[nH]1)NC1CCCCC1	19	-4	-12	-3	-9	-4	-7	5
Cc1ccc(NC(=O)C2CCN(C(=O)NC3CCCCC3)CC2)c(C)c1	·	-2	9	0	0	·	-4	0
CC(C)NC(=O)N(C)C[C@H]1Oc2ccc(NS(=O)(=O)c3cccs3)cc2CC(=O)N([C@@H](C)CO)C[C@H]1C	2	-2	-17	-1	8	19	2	-3

Three entries out of the list, sorted by SMILES length, low to high.
SMILES	INS-1E GSIS act	ARNT-TACC3 inh	PAX8 reporter	Cneo AK release	PGC1a acetyl inh	LGR2 inh	Statin myotox sup	PglD DTNB
COc1ccc(NC(=O)C2(C)CCN2C)cc1OC (stereo not drawn)	10	·	-9	0	2	4	4	0
CCn1c(CNC(=O)COc2ccc(C(C)C)cc2)nnc1SCC(=O)Nc1ccccc1C(C)C	·	-3	·	7	4	·	13	-2
CN(C(=O)c1cccc(NC(=O)Cc2ccc(NC(=O)C3CCCN(C(=O)C4CCCC4)C3)cc2)c1)C1CCC1 (stereo not drawn)	-24	2	-6	-1	-16	-4	-22	-4

The list goes on.
SMILES	INS-1E GSIS act	ARNT-TACC3 inh	PAX8 reporter	Cneo AK release	PGC1a acetyl inh	LGR2 inh	Statin myotox sup	PglD DTNB
CCNC(=O)CC1C(=O)N(c2ccccc2)C(=O)N1CCC(C)C (stereo not drawn)	·	-2	·	-4	4	·	18	-5
COc1ccccc1C#Cc1cnc2c(c1)C(=O)N([C@H](C)CO)C[C@H](C)[C@H](CN(C)C)O2	18	1	·	-3	-2	-21	-2	-1
CCCc1cc(NCc2ccccn2)n2nc(C)c(-c3ccccc3)c2n1	·	3	20	1	-16	13	·	14
COc1ccc(/C(O)=C2\C(=O)C(=O)N(c3cc(C)on3)C2c2ccccc2OC)cc1C (stereo not drawn)	·	8	2	-1	-15	·	0	3
COc1cccc(CNC(=O)c2cc3ccccn3n2)c1	13	-13	-23	-4	-7	-6	10	0
Cc1cccc2cc(C#N)c(NCCNC(=O)NC3CCCCC3)nc12	27	21	-12	-2	-7	·	-12	3
C/C=C(\C)C(=O)Nc1cccc(C2=NOC3(C2)C[C@@H](C(N)=O)N(C(=O)c2ccccc2C(=O)c2ccccc2)C3)c1 (stereo partly drawn)	·	-10	19	0	·	0	10	2
O=S(=O)(c1cccs1)N1CCN(c2ccc(Cl)cc2)CC1	3	-4	10	-1	11	-3	-17	-4
C[C@@H]1CCCCO[C@@H](CN(C)S(=O)(=O)c2cn(C)cn2)[C@@H](C)CN([C@H](C)CO)C(=O)c2cc(NS(=O)(=O)c3cccs3)ccc2O1	8	-1	-18	0	0	21	-50	0
O=C(CSc1ccc2c(c1)OCCO2)Nc1ccccc1	·	·	-4	0	9	-18	-3	0
C=C1c2cc(C)c(C)cc2NC(=O)N1c1ccccc1	10	-7	0	-1	-7	-2	7	2
CC(=O)C[C@H](O)CC(=O)[C@@H]1OC(=O)CCCCCc2ccccc21	-7	-2	3	0	12	-14	4	0
CC(C)(C)C(=O)Nc1nc(=S)ss1	·	-8	·	0	7	·	?	-6
C/C=C/c1ccc([C@H]2[C@@H](CO)N(CC3CC3)[C@@H]2CNC(=O)c2ccccc2)cc1	3	-3	16	-4	-24	-1	1	9
Cc1ccc2nc(NC(=O)C3CCN(S(=O)(=O)c4cc([N+](=O)[O-])ccc4Cl)CC3)sc2c1	-4	-6	38	·	·	-6	·	·

Rows are unselected; overall some 2.9% were active at least once.
